# ADAM17 inh – ADAM17 inhibition, QFRET primary screen; P78536; recombinant ADAM17, EDANS/DABCYL FRET peptide cleavage; inhibition, % at 6.95 µM; 0.83% of 370,000 active; AID 720648;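 active = inhibition above the mean of compounds lying between control limits plus 3 SD, set per campaign, cut at about 8.5% in these data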;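 also: 0% = DMSO-only wells as the low control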
# ARFGAP1 inh – inhibits rat ARF GTPase activating protein 1; inhibition, % at 16.5 µM; AID 651572; Q62848; Arfgap1-stimulated ARF1 GTP hydrolysis, GDP FP detection; 0.26% of 360,000 active;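 active = inhibition above a per-plate limit, mean inhibition of low control wells plus 3 SD, cut at about 25% in these data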;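 also: 0% = DMSO wells with enzyme and 100% = wells lacking Arfgap1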
# Target sequence (Q62848 1-136 limits assumed): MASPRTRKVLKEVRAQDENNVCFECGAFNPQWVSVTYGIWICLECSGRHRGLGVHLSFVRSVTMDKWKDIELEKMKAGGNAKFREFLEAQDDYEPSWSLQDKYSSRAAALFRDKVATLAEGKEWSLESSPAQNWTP
#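 Material: truncated rat Arfgap1 GAP domain; Incubation: compound-enzyme preincubation 20 min, reaction 120 min, detection 60 min, 25 °C; Read-out: percent inhibition of Arfgap1-stimulated GTP hydrolysis; Technique: FP, GDP Alexa 633 tracer displaced from anti-GDP antibody, 620/688 nm; Controls: No-Arfgap1 wells (100%) versus DMSO full-reaction wells (0%); Replication: single well per compound.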
# TDP2 absorb – TDP2 (human) inhibition, absorbance primary screen; recombinant TDP2, T5PNP hydrolysis, p-nitrophenol absorbance 415 nm; inhibition, % at 12.8 µM; 0.34% of 370,000 active;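 active = inhibition above the mean of all tested compounds plus 3 SD, set per campaign, cut at about 25% in these data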;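 also: 0% = DMSO with enzyme and 100% = buffer with substrate but no TDP2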
#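 System – recombinant human TDP2 · Amount – 120 nM TDP2 per well · Buffer or medium – Mg2+-containing Tris-HCl buffer, pH 7.5 · Reagent – T5PNP substrate, 5 mM · Dosing – 12.8 µM single point, 1% DMSO · Incubation – 2 h at 37 °C · Measured by – epi absorbance · Read-out basis – percent inhibition · Benchmarks – high control without enzyme, low control DMSO plus TDP2 · Repeats – singlicate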
# ASAP1 GAP inh – ASAP1 ArfGAP inhibition; ASAP1-stimulated ARF1 GTP hydrolysis, GDP FP detection; inhibition, % at 16.5 µM; 0.19% of 360,000 active; in the data active = inhibition above about 25%;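 also: 0% = vehicle with enzyme and substrate and 100% = no enzyme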
# Target sequence (Q9ULH1 325-724 limits assumed): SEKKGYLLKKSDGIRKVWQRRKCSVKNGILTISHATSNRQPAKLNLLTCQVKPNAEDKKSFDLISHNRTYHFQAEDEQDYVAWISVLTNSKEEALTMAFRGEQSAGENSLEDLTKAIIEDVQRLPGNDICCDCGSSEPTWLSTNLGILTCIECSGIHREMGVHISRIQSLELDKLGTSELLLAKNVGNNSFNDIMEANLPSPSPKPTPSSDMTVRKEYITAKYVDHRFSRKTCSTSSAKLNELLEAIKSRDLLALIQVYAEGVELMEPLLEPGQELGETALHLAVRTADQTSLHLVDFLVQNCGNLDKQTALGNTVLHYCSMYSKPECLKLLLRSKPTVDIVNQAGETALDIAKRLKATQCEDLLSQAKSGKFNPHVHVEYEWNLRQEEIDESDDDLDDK
# DDE Tn6 FP inh – inhibitors of Tn6 peptide binding to human fibrin DD(E). P02675. Fibrin DD(E) TRITC-Tn6 fluorescence polarization displacement. inhibition, % at 8.3 µM. 0.21% of 370,000 active;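 active = inhibition above a per-campaign cutoff: mean of compounds within control limits plus 3 SD, cut at about 15% in these data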;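 also: 0% = median of all compound wells on the plate and 100% = blocking peptide control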
# PLC-gamma1 inh – PLC-gamma1 (human) inhibition, primary screen. 0.84% of 370,000 active. inhibition, % at 12.2 µM. purified PLC-gamma1, fluorogenic substrate, fluorescence; in the data active = inhibition above about 9.5%
# ADAM10 inh – inhibitors of human ADAM10. O14672. recombinant ADAM10, EDANS/DABCYL FRET peptide cleavage, 3 h. inhibition, % at 7 µM. 0.62% of 370,000 active;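 active = inhibition above a per-campaign cutoff equal to the mean of compounds falling between control-based bounds plus 3 SD, cut at about 20% in these data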;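 also: 0% = DMSO wells while the 100% control is not disclosed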
# Target sequence (O14672 214-748 limits assumed): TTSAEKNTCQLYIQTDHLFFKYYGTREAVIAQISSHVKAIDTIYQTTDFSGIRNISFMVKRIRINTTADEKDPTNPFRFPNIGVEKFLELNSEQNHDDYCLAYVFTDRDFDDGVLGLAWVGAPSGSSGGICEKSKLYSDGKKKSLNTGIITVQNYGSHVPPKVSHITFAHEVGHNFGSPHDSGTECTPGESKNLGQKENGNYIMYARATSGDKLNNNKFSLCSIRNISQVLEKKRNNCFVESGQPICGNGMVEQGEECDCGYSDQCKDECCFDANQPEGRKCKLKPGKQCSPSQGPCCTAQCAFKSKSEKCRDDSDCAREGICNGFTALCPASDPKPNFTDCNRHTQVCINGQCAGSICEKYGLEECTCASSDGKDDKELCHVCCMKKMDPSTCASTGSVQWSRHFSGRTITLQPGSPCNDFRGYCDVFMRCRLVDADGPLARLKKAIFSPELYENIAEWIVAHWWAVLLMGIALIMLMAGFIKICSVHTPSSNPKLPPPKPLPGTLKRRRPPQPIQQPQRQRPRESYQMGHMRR
# DDE Tn7 FP inh – inhibitors of Tn7 peptide binding to human fibrin DD(E) | P02675 | FP displacement of FITC-Tn7 peptide from fibrin DD(E); 0% = median of compound wells per plate | inhibition, % at 8.3 µM | 0.13% of 370,000 active | AID 720508;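 active = inhibition above the mean of compounds falling within the control limits plus 3 SD of them, cut at about 14% in these data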;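 also: 0% = plate median of compound wells and 100% = 10 µM Aha-Tn7 peptide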
#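 Assay system: human fibrin DD(E) protein / Input: 2 µM fibrin DD(E) / Benchmarks: high control of 10 µM Aha-Tn7 peptide / Measured by: fluorescence polarization of the labelled Tn7 tracer / Medium: Tris buffer with calcium and detergent, pH 7.8 / Timing: 10 min compound pre-incubation, 3 h probe incubation at room temperature / Repeats: one replicate per compound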
# proKLK7 act – activators of human kallikrein-7 zymogen | activation, % at 7 µM | 0.9% of 370,000 active | purified proKLK7, EDANS-DABCYL substrate fluorescence; 100% is mature enzyme control, 0% vehicle | P49862;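 active = activation above the mean of all tested compounds plus 3 SD, computed per campaign excluding outliers beyond control limits, cut at about 13% in these data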
# LEDGF integ inh – blocks HIV-1 LEDGF/p75-dependent DNA integration; TR-FRET IN-LEDGF/p75 DNA integration, Eu/Cy5; inhibition, % at 3.7 µM; 0.64% of 370,000 active; AID 743269;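 active = inhibition above the screen-wide mean plus 3 SD, cut at about 13% in these data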;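 also: signal is the Cy5 over europium emission ratio at 671 and 618 nm; 0% = plate median of compound wells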
# * = called active by the depositor; / = not tested or not shown.
SMILES,ADAM17 inh,ARFGAP1 inh,TDP2 absorb,ASAP1 GAP inh,DDE Tn6 FP inh,PLC-gamma1 inh,ADAM10 inh,DDE Tn7 FP inh,proKLK7 act,LEDGF integ inh
O=C(CCCN1C(=O)/C(=C/c2ccc3c(c2)OCO3)SC1=S)Nc1ccc(C(=O)O)cc1,-1,17,9,17,-2,-6,-2,-2,-0.2,-1
COc1ccc(F)cc1CN1CCN(C(=O)CCC(=O)Nc2nnc(C(C)C)s2)CC1,-1,0,4,-1,7,2,-1,3,1.0,-5
COc1cc2cnc(CCCC#N)cc2cc1OC,5,7,-12,11,3,-4,3,-8,-0.3,3
CCOC(=O)c1c(NC(=O)CSc2nnc(Cc3csc(N)n3)n2C)sc(C)c1C,-6,-5,7,-6,5,-4,10,2,1.6,1
O=C(CCN1C(=O)c2cccc3cccc(c23)C1=O)N1CCOCC1,-100,2,-10,6,-8,-12,-266,-4,-0.2,-3
CCOc1ccccc1CNS(=O)(=O)c1ccc(-c2cnc(C3CC3)o2)cc1,3,-3,-11,-2,-3,-1,14,0,-0.2,1
CC(C)Nc1nc(NC(C)C)nc(SCC(N)=O)n1,-7,-8,-1,10,-2,-3,-11,-4,0.0,0
Cc1ccc(S(=O)(=O)NCCCCCC(N)=O)cc1,-5,2,7,7,-9,1,-4,5,0.9,2
COCCCNCCCOc1ccc(C(C)(C)c2ccccc2)cc1,-4,-2,8,8,0,2,-3,9,-0.2,3
O=C(O)c1ccc(N=Cc2nc(-c3ccco3)oc2O)cc1,-1,-4,-12,-10,-4,-4,0,7,0.8,-4
CC(Oc1ccccc1)C(=O)NCc1cccnc1 (configuration not stated),3,3,-8,1,-7,2,-7,-5,0.7,5
Cc1ccc(S(=O)(=O)N2CCCCC2)cc1C(=O)Nc1ccccn1,-5,-1,8,1,1,-1,-5,5,0.0,1
Cn1ncc(C#N)c1NC(=O)C1CC(c2ccc(Cl)c(Cl)c2)=NO1 (configuration not stated),-3,13,2,14,4,-3,8,-5,-0.1,0
CSc1nc(-c2ccccc2)c(C#N)c(=O)n1C,-2,3,-10,-2,1,-2,-8,-4,-0.4,-4
COc1cccc(C2C=C(Nc3ccccc3)C(=O)N2c2ccccc2)c1 (configuration not stated),2,3,-13,-15,-6,-165,-3,3,-0.7,-3
O=C(CCc1nc2ccccc2c(=O)[nH]1)Nc1ccc(Cl)c(Cl)c1,-3,-11,5,5,-3,-9,-6,-1,0.7,2
CC(C)c1ccc(S(=O)(=O)c2n[nH]n3c2nc(=O)c2ccccc23)cc1,-3,7,1,-4,4,-5,-13,-8,-1.1,-4
CC1Oc2ccccc2OC1C(=O)Nc1nccs1 (configuration not stated),0,10,5,11,5,1,5,-6,0.1,3
CCCCc1nnc(NC(=O)Cn2cnc3ccccc3c2=O)s1,-4,4,-5,-4,-6,-2,1,0,0.6,-6
CCCCn1c(=O)[nH]c(=O)c2c1nc(-c1ccccc1F)n2Cc1ccccc1,-6,14,-17,24,-9,-5,-8,-2,1.2,-5
O=S(=O)(Cc1noc(-c2ccc(Cl)cc2)n1)Cc1ccco1,-1,5,9,-13,13,1,1,-1,-0.1,0
Cn1c(C(=O)NN)cc2cc(OCc3ccccc3)ccc21,-17,1,-13,-8,-2,-20,-31,-2,-0.5,0
C[C@@H]1CNC(=O)c2c(C(=O)N3CCN(c4ccccc4)CC3)ncn21,-2,-6,-6,7,-2,0,-34,-5,0.3,3
CNC(=O)c1ccc(NC(=O)c2ccc3c(=O)n4c(nc3c2)CCC4)cc1,-3,2,1,-6,2,-3,-17,6,0.6,-3
CCN(C[C@H]1N[C@@](CC)(C(=O)OC)[C@H]2C(=O)N(Cc3ccccc3)C(=O)[C@@H]12)S(=O)(=O)c1ccc(OC)cc1,2,8,-11,3,-10,-1,-3,-7,0.1,-3
Cc1ccc(-c2nnc(SCC#CCOC(=O)c3cccs3)o2)cc1,2,1,-6,7,-4,-3,3,-1,0.3,-1
CCOC(=O)Nc1ccc2c(c1)N(C(=O)CN)c1ccccc1CC2,-4,-3,12,-2,0,-18,-8,3,0.6,5
Nc1cc2c(cc1Cl)-c1ccccc1C2=NO,6,20,-2,7,-1,-4,13,1,-0.4,-8
CCC(C)[C@H](NC(=O)c1cn(CC)c2cc3c(cc2c1=O)OCO3)C(=O)NCCCn1ccnc1 (some centres not stated),-17,-1,14,11,-1,-12,-40,-8,-0.1,2
CCN1CCN(CC(=O)N2N=C(c3ccc(OC)cc3)CC2c2ccc(OC)cc2)C(=O)C1=O (configuration not stated),-4,-12,-17,-4,2,6,-6,-1,-0.3,1
C=CCc1cc(Cl)ccc1OCCCNCCO,-2,-7,3,6,6,3,-4,-5,-0.3,5
CCOC1=C2[C@@H](CN(S(=O)(=O)c3ccc(C)cc3)[C@H]2c2ccccc2F)[C@H]2C(=O)N(C3CCCCC3)C(=O)[C@H]2C1,-3,2,4,3,-4,0,-7,-4,0.1,1
O=C(O)c1ccc(Cl)c(S(=O)(=O)N(Cc2ccccc2)c2ccccc2)c1,-3,11,20,9,-6,-1,1,1,-0.2,-1
COc1ccc(C(=O)C2CCCN(C(=O)CSC)C2)cc1OC (configuration not stated),1,0,-21,5,2,14*,1,-3,0.2,6
Cc1ccc2nc(C(F)C(F)(F)F)[nH]c2c1 (configuration not stated),-7,-5,-11,6,6,-5,-34,1,-0.9,-3
O=C(/C=C/c1ccco1)Nc1cccnc1,-4,5,10,3,-6,-1,0,4,-0.6,-2
O=C(CNC(=O)c1ccc(Br)o1)NCc1ccccc1Cl,-4,-4,-5,0,-1,1,-8,0,0.1,-2
Nc1c(C(=O)NCc2ccco2)nnn1CC(=O)Nc1ccc2c(c1)OCO2,-1,3,-8,8,4,-2,-5,2,0.3,-3
COc1ccc(N(C(=O)COc2ccc(F)cc2)S(=O)(=O)c2ccc(C)cc2)cc1,0,-8,-3,-9,5,-3,-2,-6,0.5,-3
COCCn1c(C)c(C)c(S(=O)(=O)c2ccccc2)c1N,-7,2,-5,0,1,-38,-10,1,0.7,3
O=C(N/N=C/c1ccncc1)c1cccc(NC(=O)c2ccccc2Cl)c1,-2,8,-4,1,-4,-2,5,3,-0.3,-2
OC1(C#Cc2c(-c3ccsc3)oc3ccc(N4CCOCC4)cc23)CCCCC1,-34,-2,3,3,-2,-405,-109,4,-41,0
COc1ccc(/C=C/c2noc(-c3ccccc3O)n2)cc1,0,2,-1,-10,6,-3,-6,-3,-1.1,-3
COc1ccc(S[C@]2(C(=O)N3CCCC3)CC(=O)N(C(=O)CCc3ccccc3)[C@@H]2c2ccc(OC)cc2)cc1,2,/,7,/,-2,0,6,-2,-0.2,-4
O=C(Nc1ccc(F)c(Cl)c1)N1CCCCCC1,2,10,-8,1,-3,3,5,3,-0.5,-7
Cc1cc(/C=C(/C#N)c2cccc(Cl)c2)c(C)n1C,-5,11,0,2,-7,2,1,7,-0.4,1
COC(=O)[C@]12CCCCC=C1N(Cc1ccc(OC)cc1)C(=O)[C@@H]2CC(=O)NCc1ccc(OC)c(OC)c1,7,/,-11,/,-10,9,6,-8,-0.2,7
COc1ccc(N2CCN(C(CNC(=O)c3cccs3)c3ccco3)CC2)cc1 (configuration not stated),-5,6,-14,12,5,2,3,4,-0.3,-4

# Another view of part of the listing above.
# Each structure is followed by: ADAM17 inh, ARFGAP1 inh, TDP2 absorb, ASAP1 GAP inh, DDE Tn6 FP inh, PLC-gamma1 inh, ADAM10 inh, DDE Tn7 FP inh, proKLK7 act, LEDGF integ inh
COCCn1c(C)c(C)c(S(=O)(=O)c2ccccc2)c1N
    -7, 2, -5, 0, 1, -38, -10, 1, 0.7, 3
COc1ccc(S[C@]2(C(=O)N3CCCC3)CC(=O)N(C(=O)CCc3ccccc3)[C@@H]2c2ccc(OC)cc2)cc1
    2, /, 7, /, -2, 0, 6, -2, -0.2, -4
COc1ccc(/C=C/c2noc(-c3ccccc3O)n2)cc1
    0, 2, -1, -10, 6, -3, -6, -3, -1.1, -3

# (further entries)
SMILES,ADAM17 inh,ARFGAP1 inh,TDP2 absorb,ASAP1 GAP inh,DDE Tn6 FP inh,PLC-gamma1 inh,ADAM10 inh,DDE Tn7 FP inh,proKLK7 act,LEDGF integ inh
CC1CCCC(NC(=O)C2CCN(S(=O)(=O)c3cccc4nonc34)CC2)C1C (configuration not stated),-5,5,0,-5,-1,-2,1,7,0.3,-5
COc1cccc2cc3c(=O)oc4ccccc4c3nc12,-12,11,4,-8,-2,-155,-25,-6,-50,1
COc1ccc(-n2c(CN3CCC(C(N)=O)CC3)nc3ccc([N+](=O)[O-])cc3c2=O)c(OC)c1,-5,4,-4,3,3,-1,-3,1,-0.5,23*
O=S(=O)(c1ccc(Cl)s1)N1CCN(Cc2ccccc2)CC1,-6,-9,-5,3,-1,0,-5,0,0.4,2
CCN1CCN(CCCNC(=O)CS(=O)(=O)Cc2nc(-c3cccc(OC)c3)oc2C)CC1,-2,7,2,-10,-1,-2,-2,1,0.0,-2
N#C/C(=C(\O)C(F)(F)F)c1nnc2n1CCCCC2,-3,7,11,-3,3,1,-10,-2,0.1,3
CCOc1ccccc1NC(=O)c1cc(Cl)ccc1NC(=O)c1ccco1,-6,8,6,-3,-1,1,-3,2,-0.1,-1
O=C(NC1CCCC1)C(c1ccc(F)cc1)N(C(=O)Cc1cccs1)c1ccc2c(c1)OCCO2 (configuration not stated),-4,-1,-4,-7,-2,0,1,2,0.2,-5
COc1ccc(N(C(C)C(=O)Nc2ccc(S(=O)(=O)N3CCCCC3)cc2)S(C)(=O)=O)cc1 (configuration not stated),-1,-1,5,15,0,0,4,6,-0.3,0
COc1ccccc1NC(=O)COc1ccc(/C=N/NS(=O)(=O)c2ccc(C)cc2)cc1,3,-4,-1,-3,-7,0,19,5,-0.2,-3
Cc1ccc(CN2CCN(Cc3ccc(-n4cccn4)cc3)CC2CCO)cc1 (configuration not stated),2,7,-3,16,12,2,5,-1,-0.6,1
O=C(N=Nc1c(O)[nH]c2ccc(Br)cc12)c1cc(-c2cccs2)nc2ccccc12,-13,7,5,5,-1,-9,-26,4,-0.1,-1
CCCCc1nc(NCCNC(=O)c2ccccc2)c(C#N)c2c1CSC(C)(C)C2,-59,1,-6,2,9,-37,-173,1,-2.8,-1
NS(=O)(=O)c1ccc(NC(=O)c2ccc(S(=O)(=O)N3CCCCC3)cc2)cc1,1,2,-4,-6,-7,-4,-7,1,1.1,-4
O=C(CCN1C(=O)C2C3C=CC(C3)C2C1=O)N1CCN(c2cccc(Cl)c2)CC1 (configuration not stated),-4,-9,-1,-12,-6,-1,-11,-2,-0.6,-1

# Bioassay records deposited in PubChem BioAssay by The Scripps Research Institute Molecular Screening Center.
